Source: PubChem (several laboratories)
PPARg SRC1 recr – promotes SRC-1 coactivator recruitment by human PPARgamma; hit rate 0.41% among 200,000; PPARgamma-SRC-1 coactivator recruitment biochemical assay; activation, % at 8 µM; P37231; in the data active means activation above about 19%;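 further: 0% = DMSO and 100% = reference agonist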
TNAP inh noacc – inhibitors of human TNAP without phosphate acceptor. P05186. purified TNAP, CDP-star luminescence, 30 min. inhibition, % at 20 µM. hit rate 0.26% among 200,000;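 active means tissue-nonspecific alkaline phosphatase inhibition above about 50% at 20 µM in the single-dose screen, limit read from the data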;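 further: 0% = DMSO negative control and 100% = EDTA positive control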
Target sequence (P05186 whole entry, looked up): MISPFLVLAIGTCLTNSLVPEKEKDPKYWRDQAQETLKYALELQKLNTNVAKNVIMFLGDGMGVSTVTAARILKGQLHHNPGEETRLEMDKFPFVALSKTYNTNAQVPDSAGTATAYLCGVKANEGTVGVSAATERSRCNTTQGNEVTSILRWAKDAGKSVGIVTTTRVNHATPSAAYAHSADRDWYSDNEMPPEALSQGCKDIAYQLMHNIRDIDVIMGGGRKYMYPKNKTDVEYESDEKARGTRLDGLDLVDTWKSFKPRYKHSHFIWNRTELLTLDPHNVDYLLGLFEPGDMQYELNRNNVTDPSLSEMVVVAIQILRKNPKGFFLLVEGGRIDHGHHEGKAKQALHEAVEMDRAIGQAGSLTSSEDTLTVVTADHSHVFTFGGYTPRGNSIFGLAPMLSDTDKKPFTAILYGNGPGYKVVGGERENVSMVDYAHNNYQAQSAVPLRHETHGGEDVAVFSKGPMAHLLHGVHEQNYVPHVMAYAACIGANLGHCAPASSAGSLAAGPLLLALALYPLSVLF
TNAP inh hiacc – blocks human TNAP under high phosphate acceptor concentration. inhibition, % at 20 µM. hit rate 0.03% among 200,000. purified TNAP, CDP-star luminescence, 1 M DEA;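 active means over 50% inhibition of tissue-nonspecific alkaline phosphatase at 20 µM in the single-dose screen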;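 further: plate controls were DMSO wells for no effect and EDTA-quenched wells as full inhibition for full effect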
Efa HMGR inh – E. faecalis class II HMG-CoA reductase inhibition. hit rate 0.41% among 190,000. AID 1066. purified E. faecalis HMGR, NADPH absorbance 340 nm kinetic. inhibition, % at 10 µM;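 active means inhibition above a set limit, the median over all tested compounds plus 3 SD, cut at about 9.5% in these data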;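 further: enzyme runs in reverse so mevalonate oxidation gives rising NADPH absorbance; 0% = complete reaction with DMSO and 100% = background rate lacking mevalonate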
PPARg SRC-3 ag – promotes SRC-3 coactivator recruitment by human PPARgamma. P37231. biochemical PPARgamma/SRC-3 coactivator recruitment assay. activation, % at 8 µM. hit rate 0.26% among 200,000; in the data active means activation above about 23%;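 further: 0% = DMSO and 100% = reference agonist; some compounds past the cut are filed as inactive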
TNAP act hiacc – TNAP (human) activation, high acceptor | activation factor at 20 µM | purified TNAP, CDP-star luminescence, 1 M DEA, 30 min; active compounds read high; 0 = EDTA background, 1 = DMSO-only activity | 200,000 tested, under 10 active | P05186;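 active means activation factor at least 2 at 20 µM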
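Measured by: Luminescent substrate turnover signal | Test system: Human TNAP | Input: TNAP 1/800 final | Dosing: 20 µM single point | Schedule: 30 min, room temperature | Controls: EDTA wells as negative control, DMSO wells as positive control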
PPARg SRC2 recr – PPARgamma-driven SRC-2 recruitment agonism; P37231; PPARgamma LBD-SRC-2 recruitment, biochemical; activation, % at 8 µM; hit rate 0.34% among 200,000; in the data active means activation above about 22%;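 further: 0% = vehicle and 100% = reference agonist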
TR-FRET SRC-2 ct – counter-screen for PPARgamma SRC-2 recruitment agonists: TR-FRET artefact; active compounds read high; TR-FRET ratio at 8 µM; hit rate 0.4% among 200,000; AID 1049; in the data active means TR-FRET ratio above about 2000; further: inactives centre near 1500
bIAP act – intestinal alkaline phosphatase (bovine) activation | purified bovine IAP, CDP-star luminescence, 30 min; active compounds read high; fold of DMSO-control signal, blank-subtracted | activation factor at 20 µM | hit rate 0.17% among 200,000;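 active means activation factor of 2 or more at 20 µM, a signal rise over negative controls twice the positive control's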
bIAP inh – blocks bovine intestinal alkaline phosphatase activity | 190,000 tested, under 10 active | inhibition, % at 20 µM | purified bovine IAP, CDP-star luminescence, 30 min | AID 1019;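 active means over 50% inhibition of intestinal alkaline phosphatase at 20 µM in the single-dose screen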
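Incubation: 30 min reaction at room temperature / Material: purified bovine intestinal alkaline phosphatase (IAP) enzyme / Input: enzyme at 1/65,000,000 dilution / Dosing: 20 µM single dose / Signal: CDP-star luminescence signal / Reagent: CDP-star chemiluminescent phosphatase substrate, 30 µM final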
* hit, by the source's call; nt = no result given.

(1) CSCCC(NC(=O)c1cc([N+](=O)[O-])ccc1Cl)C(=O)O (centres undefined)
(2) O=C(NCCCn1ccnc1)C(=O)NCC1OCCCN1S(=O)(=O)c1ccc(F)cc1 (centres undefined)
(3) CCOc1ccc(C(=O)NCc2ccccc2)cc1Br
(4) Cc1c(N(C)C(=O)c2ccccc2F)c(=O)n(-c2ccccc2)n1C
(5) COc1ccc(C(=O)Nc2ccc(S(=O)(=O)Nc3cc(C)nc(C)n3)cc2)c(OC)c1
(6) Cc1ccc(CNc2nc3ccccc3s2)s1
(7) CCN1CCN(c2ncc3c(n2)CC(c2cc(OC)c(OC)c(OC)c2)CC3=O)CC1 (centres undefined)
(8) COc1ccc(Cl)cc1-c1nc(SCC(=O)NC(C)C(C)C)n[nH]1 (centres undefined)
assay / entry | 1 | 2 | 3 | 4 | 5 | 6 | 7 | 8
PPARg SRC1 recr | -2 | -4 | 7 | 8 | 5 | 0 | 4 | 6
TNAP inh noacc | -10 | -8 | -11 | -13 | -7 | -6 | -7 | -7
TNAP inh hiacc | -2 | -5 | 1 | -6 | -9 | -2 | -6 | -1
Efa HMGR inh | -9 | -2 | 0 | -9 | 2 | 1 | -3 | 1
PPARg SRC-3 ag | -1 | -4 | 3 | 2 | 5 | -8 | 10 | 2
TNAP act hiacc | 1 | 1 | 1 | 1.1 | 1.1 | 1 | 1.1 | 1
PPARg SRC2 recr | -2 | -2 | 5 | 10 | 5 | 10 | 6 | 4
TR-FRET SRC-2 ct | 1470 | 1466 | 1469 | 1601 | 1691 | 1342 | 1491 | 1643
bIAP act | 1.2 | 1.1 | 0.9 | 0.9 | 0.9 | 1 | 1.1 | 0.9
bIAP inh | -20 | -8 | 12 | 7 | 11 | 0 | -9 | 11

(9) CCOc1ccccc1C(=O)N(CCC(=O)OC)c1ccccn1
(10) Cc1nn(C)cc1/C=N/n1nnnc1N
(11) O=C(Oc1ccc2ccccc2c1)c1cncc(Br)c1
(12) COc1cc(CNCCSc2nnnn2C)cc(Br)c1OCc1ccc(F)cc1
(13) COc1cc(CN2CC(C)OC(C)C2)cc(OC)c1 (centres undefined)
(14) CS(=O)(=O)N(Cc1ccccc1)c1ccc(C(=O)N2CCOCC2)cc1
(15) COc1ccc(C)cc1S(=O)(=O)N(C)CC(=O)NC1CCCCCC1
(16) O=C(Nc1ccc(S(=O)(=O)Nc2ncccn2)cc1)c1ccc(Br)o1
assay / entry | 9 | 10 | 11 | 12 | 13 | 14 | 15 | 16
PPARg SRC1 recr | -8 | 8 | -2 | 1 | 0 | -2 | 4 | 3
TNAP inh noacc | -10 | -5 | -11 | -6 | nt | -5 | 5 | -2
TNAP inh hiacc | -3 | -4 | -2 | -4 | nt | 2 | -4 | 1
Efa HMGR inh | -8 | -1 | -3 | -5 | nt | -2 | 1 | -6
PPARg SRC-3 ag | 7 | 14 | 4 | 1 | 0 | 0 | 0 | 2
TNAP act hiacc | 1 | 1 | 1 | 1 | nt | 1 | 1 | 1
PPARg SRC2 recr | -5 | -2 | 5 | 3 | 3 | 8 | 6 | 7
TR-FRET SRC-2 ct | 1505 | 1747 | 1515 | 1616 | 1755 | 1500 | 1512 | 1583
bIAP act | 1 | 1 | 0.9 | 1 | nt | 1 | 1.2 | 1.1
bIAP inh | 2 | -2 | 11 | -4 | nt | 4 | -16 | -12

(17) COC(=O)CSc1nnc2c(C)cc3cc4c(cc3n12)OCCO4
(18) C=CCOC(=O)C1=C(C)NC(SCC(=O)Nc2ccccc2)=C(C#N)C1c1ccco1 (centres undefined)
(19) CC(=O)c1ccc(OC(=O)C2CC(=O)N(c3cccc(C)c3)C2)cc1 (centres undefined)
(20) O=C(Nc1ccc(F)cc1)c1cccnc1NCCc1ccccc1
(21) CCCOc1ccc(N2C(=O)CC(N(CCC)C(=O)CCC(=O)O)C2=O)cc1 (centres undefined)
(22) CCC(=O)NC(=S)NNC(=O)COc1ccc(Br)cc1
(23) COC(=O)Cc1ccc(O)c(N)c1
(24) O=S(=O)(c1ccc(Cl)c(F)c1)N1CCC(c2nc(-c3ccncc3)no2)CC1
(25) O=C(NC1CC2CCCC(C1)N2Cc1cccs1)c1ccc([N+](=O)[O-])cc1 (centres undefined)
assay / entry | 17 | 18 | 19 | 20 | 21 | 22 | 23 | 24 | 25
PPARg SRC1 recr | nt | 5 | 0 | 5 | 6 | -4 | 14 | 2 | 6
TNAP inh noacc | -14 | -18 | -14 | -13 | -6 | -58 | -3 | -8 | -9
TNAP inh hiacc | -11 | -8 | -5 | -3 | 0 | -10 | -4 | -1 | -4
Efa HMGR inh | nt | -6 | -3 | -2 | 1 | 0 | -6 | -1 | 4
PPARg SRC-3 ag | nt | 0 | -1 | 2 | -3 | -2 | 0 | 1 | 4
TNAP act hiacc | 1.1 | 1.1 | 1 | 1 | 1 | 1.1 | 1 | 1 | 1
PPARg SRC2 recr | nt | 8 | 1 | 0 | 5 | 0 | 6 | 0 | 4
TR-FRET SRC-2 ct | nt | 1512 | 1620 | 1513 | 1619 | 1522 | 1798 | 1709 | 1725
bIAP act | 1 | 0.9 | 0.9 | 1 | 1 | 1.5 | 1.1 | 1 | 1.1
bIAP inh | 2 | 8 | 7 | -1 | 4 | -51 | -5 | 0 | -7

Arranged by length of the SMILES (rising): 12 of the compounds above
(23) COC(=O)Cc1ccc(O)c(N)c1
(13) COc1cc(CN2CC(C)OC(C)C2)cc(OC)c1 (centres undefined)
(11) O=C(Oc1ccc2ccccc2c1)c1cncc(Br)c1
(22) CCC(=O)NC(=S)NNC(=O)COc1ccc(Br)cc1
(20) O=C(Nc1ccc(F)cc1)c1cccnc1NCCc1ccccc1
(17) COC(=O)CSc1nnc2c(C)cc3cc4c(cc3n12)OCCO4
(15) COc1ccc(C)cc1S(=O)(=O)N(C)CC(=O)NC1CCCCCC1
(14) CS(=O)(=O)N(Cc1ccccc1)c1ccc(C(=O)N2CCOCC2)cc1
(19) CC(=O)c1ccc(OC(=O)C2CC(=O)N(c3cccc(C)c3)C2)cc1 (centres undefined)
(21) CCCOc1ccc(N2C(=O)CC(N(CCC)C(=O)CCC(=O)O)C2=O)cc1 (centres undefined)
assay / entry | 23 | 13 | 11 | 22 | 20 | 17 | 15 | 14 | 19 | 21
PPARg SRC1 recr | 14 | 0 | -2 | -4 | 5 | nt | 4 | -2 | 0 | 6
TNAP inh noacc | -3 | nt | -11 | -58 | -13 | -14 | 5 | -5 | -14 | -6
TNAP inh hiacc | -4 | nt | -2 | -10 | -3 | -11 | -4 | 2 | -5 | 0
Efa HMGR inh | -6 | nt | -3 | 0 | -2 | nt | 1 | -2 | -3 | 1
PPARg SRC-3 ag | 0 | 0 | 4 | -2 | 2 | nt | 0 | 0 | -1 | -3
TNAP act hiacc | 1 | nt | 1 | 1.1 | 1 | 1.1 | 1 | 1 | 1 | 1
PPARg SRC2 recr | 6 | 3 | 5 | 0 | 0 | nt | 6 | 8 | 1 | 5
TR-FRET SRC-2 ct | 1798 | 1755 | 1515 | 1522 | 1513 | nt | 1512 | 1500 | 1620 | 1619
bIAP act | 1.1 | nt | 0.9 | 1.5 | 1 | 1 | 1.2 | 1 | 0.9 | 1
bIAP inh | -5 | nt | 11 | -51 | -1 | 2 | -16 | 4 | 7 | 4

(24) O=S(=O)(c1ccc(Cl)c(F)c1)N1CCC(c2nc(-c3ccncc3)no2)CC1
(18) C=CCOC(=O)C1=C(C)NC(SCC(=O)Nc2ccccc2)=C(C#N)C1c1ccco1 (centres undefined)
assay / entry | 24 | 18
PPARg SRC1 recr | 2 | 5
TNAP inh noacc | -8 | -18
TNAP inh hiacc | -1 | -8
Efa HMGR inh | -1 | -6
PPARg SRC-3 ag | 1 | 0
TNAP act hiacc | 1 | 1.1
PPARg SRC2 recr | 0 | 8
TR-FRET SRC-2 ct | 1709 | 1512
bIAP act | 1 | 0.9
bIAP inh | 0 | 8
